Source: PubChem BioAssay
SIAE inh – human SIAE inhibitors, primary screen, biochemical, fluorescence polarization, FP-Rh probe, 1536-well HTS; Sialate O-acetylesterase (Homo sapiens), Q9HAT2; SIAE FP-Rh probe binding; inhibition, % at 9.66 µM; 370,000 compounds, 0.69% hits; AID 1053197, 2014;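 active = inhibition above a cutoff: mean of compounds within the control limits plus 3 SD of those, cut at about 17% in these data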;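 also: 0% = plate median of compound wells and 100% = probe without SIAE protein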
UHRF1 binding – UHRF1 methylated DNA binding inhibitors, primary screen, counter-screen for MBD2 inhibitor project, biochemical, TR-FRET, human UHRF1, single concentration; E3 ubiquitin-protein ligase UHRF1 (Homo sapiens), Q96T88; UHRF1 binding to methylated oligo; inhibition, % at 4.4 µM; 370,000 compounds, 0.75% hits; in the data active = inhibition above about 21%;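 also: UHRF1 SRA domain binding a hemimethylated CpG hairpin DNA probe; 0% = median of test compound wells and 100% = reference inhibitor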
Target sequence (Q96T88 whole entry, looked up, the tested form may be a part): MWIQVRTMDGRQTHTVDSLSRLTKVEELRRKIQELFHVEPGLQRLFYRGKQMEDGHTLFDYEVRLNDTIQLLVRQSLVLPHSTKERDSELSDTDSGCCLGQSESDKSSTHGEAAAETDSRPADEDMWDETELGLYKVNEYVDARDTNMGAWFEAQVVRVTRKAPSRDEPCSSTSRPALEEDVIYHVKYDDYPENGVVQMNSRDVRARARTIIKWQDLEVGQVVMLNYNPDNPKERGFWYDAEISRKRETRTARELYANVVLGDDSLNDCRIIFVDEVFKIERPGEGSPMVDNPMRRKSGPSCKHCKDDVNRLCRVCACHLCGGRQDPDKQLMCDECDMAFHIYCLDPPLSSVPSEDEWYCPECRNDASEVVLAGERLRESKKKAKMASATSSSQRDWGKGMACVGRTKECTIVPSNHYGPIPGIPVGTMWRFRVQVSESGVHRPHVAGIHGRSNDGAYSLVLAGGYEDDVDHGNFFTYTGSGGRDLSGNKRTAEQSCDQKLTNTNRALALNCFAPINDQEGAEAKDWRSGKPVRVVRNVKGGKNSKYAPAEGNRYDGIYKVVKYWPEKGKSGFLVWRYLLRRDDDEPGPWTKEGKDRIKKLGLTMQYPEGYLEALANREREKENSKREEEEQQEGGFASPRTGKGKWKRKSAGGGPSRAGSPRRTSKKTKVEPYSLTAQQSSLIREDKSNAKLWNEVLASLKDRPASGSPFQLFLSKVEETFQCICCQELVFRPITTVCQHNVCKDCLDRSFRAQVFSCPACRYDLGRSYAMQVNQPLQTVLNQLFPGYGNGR
LEDGF integ inh – blockers of LEDGF/p75-dependent integrase strand transfer – biochemical, TR-FRET, high throughput, primary screen; HIV-1 integrase (with human LEDGF/p75); TR-FRET IN-LEDGF/p75 DNA integration, Eu/Cy5; inhibition, % at 3.7 µM; 370,000 compounds, 0.64% hits;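 active = inhibition above the screen-wide mean plus 3 SD, cut at about 13% in these data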;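 also: signal is the Cy5 over europium emission ratio at 671 and 618 nm; 0% = plate median of compound wells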
KLK7 zymogen act – proKLK7 zymogen activators, primary screen, biochemical, fluorescence intensity. Kallikrein-7 (Homo sapiens), P49862. purified proKLK7, EDANS-DABCYL substrate fluorescence; 100% is mature enzyme control, 0% vehicle. activation, % at 7 µM. 370,000 compounds, 0.9% hits;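 active = activation above the mean of all tested compounds plus 3 SD, computed per campaign excluding outliers beyond control limits, cut at about 13% in these data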
Target sequence (P49862 whole entry, looked up): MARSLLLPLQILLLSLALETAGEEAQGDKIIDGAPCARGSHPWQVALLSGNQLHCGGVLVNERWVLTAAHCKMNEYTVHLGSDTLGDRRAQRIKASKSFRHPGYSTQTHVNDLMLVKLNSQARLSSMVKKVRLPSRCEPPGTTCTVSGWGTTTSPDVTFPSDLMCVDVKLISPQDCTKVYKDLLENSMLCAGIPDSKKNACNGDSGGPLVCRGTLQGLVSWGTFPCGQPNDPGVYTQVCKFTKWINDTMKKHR
Tn6 DDE FP – inhibitors of Tn6 peptide binding to fibrin DD(E), primary screen, biochemical, fluorescence polarization, human fibrin, Tn6 probe; Fibrin DD(E) TRITC-Tn6 fluorescence polarization displacement; inhibition, % at 8.3 µM; 370,000 compounds, 0.21% hits; AID 720509, 2013;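 active = inhibition above a per-campaign cutoff: mean of compounds within control limits plus 3 SD, cut at about 15% in these data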;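 also: 0% = median of all compound wells on the plate and 100% = blocking peptide control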
TDP2 absorb – human TDP2 enzyme inhibitors, primary screen, biochemical, epi absorbance, recombinant enzyme | 370,000 compounds, 0.34% hits | T5PNP hydrolysis, p-nitrophenol absorbance 415 nm | Tyrosyl-DNA phosphodiesterase 2 (Homo sapiens), O95551 | inhibition, % at 12.8 µM;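 active = inhibition above the mean of all tested compounds plus 3 SD, set per campaign, cut at about 25% in these data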;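 also: 0% = DMSO with enzyme and 100% = buffer with substrate but no TDP2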
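test system = human TDP2 enzyme | input = TDP2 enzyme at 120 nM final | medium = 50 mM Tris-HCl pH 7.5 with Mg2+, KCl, DTT, BSA | also added = T5PNP substrate, 5 mM | times = 2 h at 37 °C | technique = epi absorbance | benchmarks = high control without enzyme, low control DMSO plus TDP2 | replication = each compound tested once, singlicate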
TCR CD3 inh – inhibitors of human TCR-CD3 interaction, primary screen, biochemical, fluorescence, TAMRA-labeled TCR probe; 360,000 compounds, 0.37% hits; AID 651800, 2012; T-cell receptor (TCR); inhibition, % at 9.4 µM; in the data active = inhibition above about 19%;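 also: recombinant mutant TCR 2C K166C tagged with TAMRA read by polarization; 0% = receptor in buffer alone and 100% = receptor with positive control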
PRMT1 inh – PRMT1 methyltransferase inhibitors, primary screen, biochemical, fluorescence polarization | recombinant PRMT1, activity-based probe fluorescence polarization | inhibition, % at 2.79 µM | 370,000 compounds, 1.3% hits;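 active = inhibition above about 21% made by adding two undisclosed values, limit read from the data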
DDE Tn7 FP inh – inhibitors of Tn7 peptide binding to fibrin DD(E), primary screen, biochemical, fluorescence polarization, human fibrin, Tn7 probe; Fibrinogen beta chain (Homo sapiens), P02675; FP displacement of FITC-Tn7 peptide from fibrin DD(E); 0% = median of compound wells per plate; inhibition, % at 8.3 µM; 370,000 compounds, 0.13% hits; AID 720508, 2013;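 active = inhibition above the mean of compounds falling within the control limits plus 3 SD of them, cut at about 14% in these data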;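 also: 0% = plate median of compound wells and 100% = 10 µM Aha-Tn7 peptide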
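Assay system: Fibrin-DD(E) protein isolated from polymerized human fibrin clots; read-out basis: percent inhibition; medium: Tris/NaCl/CaCl2 buffer, pH 7.8; signal: FP measurement; incubation: 10 min plus 3 h, room temperature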
MBD2 DNA inh – inhibitors of MBD2 binding to methylated DNA, primary screen, biochemical, TR-FRET, DNA-binding domain, human; AID 686964, 2013; 370,000 compounds, 0.31% hits; Methyl-CpG-binding domain protein 2 (Homo sapiens), Q9UBB5; inhibition, % at 4.4 µM; MBD2 binding to methylated oligonucleotide; in the data active = inhibition above about 13%
* = called active by the depositor.

SMILES	SIAE inh	UHRF1 binding	LEDGF integ inh	KLK7 zymogen act	Tn6 DDE FP	TDP2 absorb	TCR CD3 inh	PRMT1 inh	DDE Tn7 FP inh	MBD2 DNA inh
Cc1cc(-c2ccccc2)nc2oc3c(c12)NC(=O)CN(c1ccccc1)C3=O	8.6	-1.8	-5.9	-0.4	1.4	4.7	-2.5	0.7	-4.1	2.0
CCOC(=O)c1ccc(NC(=O)N2CCN(CCc3ccccc3)CC2)cc1	-15.1	1.5	6.7	0.7	-6.5	-10.9	1.8	-3.5	-8.8	2.8
CCOc1ccccc1NC(=O)COC(=O)c1cc(C)oc1C	-2.3	3.3	4.6	0.2	3.8	-7.0	-4.0	-6.2	-6.2	-6.2
COc1ccc(C(=O)NC(=S)NNC(=O)COc2ccccc2)cc1	-4.5	-0.3	2.3	-0.2	3.0	-7.8	4.9	9.3	-3.8	-1.1
CCCCC1(Cc2ccc([N+](=O)[O-])cc2)C(=O)N(c2ccccc2)N(c2ccccc2)C1=O	-0.2	-0.7	-1.3	0.0	2.1	7.2	4.2	0.9	-3.2	0.3
CCNC(=O)C(=O)NCCc1ccc(Cl)cc1	3.9	-1.7	-3.1	0.3	5.8	14.4	3.4	0.6	-0.9	1.8
CCCCOc1ccc(S(N)(=O)=O)cc1	-2.4	-1.1	0.3	-0.8	-0.5	4.2	4.0	-1.5	3.6	5.1
O=c1[nH]nc(-c2ccc(NCCCO)c([N+](=O)[O-])c2)c2ccccc12	-1.9	-17.9	3.4	0.2	-1.9	-24.4	-1.3	1.5	-5.2	-26.0
COc1ccc(OC)c(C(=O)c2coc3ccc(O)c(CN(C)C)c23)c1	4.2	-4.2	1.7	-0.8	4.6	3.7	7.0	0.0	4.3	1.5
Cn1c(Cc2ccccc2)nnc1SCC(=O)Nc1ccc(N2CCOCC2)cc1	3.5	-1.2	-6.7	-0.1	5.5	-6.3	-6.3	4.1	2.4	1.2
CC(C)CC(c1nnnn1Cc1ccc(F)cc1)N1CCC(C(N)=O)CC1 (stereo unspecified)	-4.4	0.2	-0.3	0.2	-0.4	8.3	3.4	-2.4	-3.0	-1.3
Cc1ccc(S(=O)(=O)N2CCCCC2)cc1C(=O)N1CCCCCC1	3.2	-0.6	-2.3	0.5	6.9	1.4	11.0	-0.8	9.7	0.9
CC(C)(C)OC(=O)C[C@H]1C/C=C\C[C@H](CC(=O)NCCO)C(=O)NC[C@@H](c2ccccc2)OC1=O	-2.8	0.5	0.8	-0.3	-1.2	2.7	2.0	-1.5	-7.7	-2.0
CC1(C)SC(=S)N(/N=C/c2cccnc2)C1N(O)C(=O)NC1CCCCC1 (stereo unspecified)	-1.3	0.6	-0.9	0.3	-0.2	2.6	-1.0	-0.1	5.0	2.6
CCCOc1ccc(CCCN=C(N)N)cc1Cl	6.2	-1.7	-0.4	-0.1	0.8	-0.1	-4.1	-2.1	3.7	1.8
CCN(CC)c1ccc(C2Nc3cccc4cccc(c34)N2)c(O)c1	9.6	-3.3	-0.9	-3.0	-0.1	5.0	-3.9	1.6	1.2	-5.7
COc1ccc(C)c2sc(N(CCN(C)C)C(=O)c3ccc(S(=O)(=O)N(C)c4ccccc4)cc3)nc12	3.9	0.4	-3.0	0.9	3.9	0.9	1.9	3.5	2.3	6.1
COc1cccc(C2c3[nH]c4ccccc4c3C[C@H]3C(=O)N(c4ccccc4C(=O)NCCCN4CCOCC4)C(=O)N23)c1 (stereo partly specified)	1.4	-0.7	-2.0	1.2	14.6	7.3	4.7	-4.2	6.5	-10.2
COCCNCCCCOc1ccc(Br)cc1C	-1.9	4.8	-4.9	0.3	2.6	1.5	1.9	1.9	-3.9	-0.5
CCOC(=O)c1c(NC(=O)CSc2nc3ccccc3[nH]2)sc2c1CC(C)(C)NC2(C)C	0.6	5.4	-5.9	0.4	-2.1	-24.8	-3.7	10.1	-4.8	4.0
O=C(COc1coc(CN2CCc3ccccc3C2)cc1=O)Nc1ccc(F)cc1F	7.1	-1.9	-3.1	0.5	7.6	-7.8	0.7	-1.5	4.4	0.0
O=C(CSc1ccc(Cl)cc1)NC1CC1	-0.7	-0.7	-3.4	-0.1	2.6	-9.4	-1.5	-2.4	-1.1	-0.3
COc1ccc(S(=O)(=O)N2CCOCC2)cc1NC(=O)COc1ncnc2ccccc12	1.5	0.6	-1.0	-0.1	1.4	5.9	-2.6	-1.3	-1.8	-4.1
Cc1cc(C)cc(NC(=O)C2CCCN(c3nc(C)cc(C)n3)C2)c1 (stereo unspecified)	-1.0	-1.2	-3.1	-0.8	-8.0	4.2	0.3	1.7	-5.4	0.9

In the list so far, 2 contain fluorine:
SMILES	SIAE inh	UHRF1 binding	LEDGF integ inh	KLK7 zymogen act	Tn6 DDE FP	TDP2 absorb	TCR CD3 inh	PRMT1 inh	DDE Tn7 FP inh	MBD2 DNA inh
CC(C)CC(c1nnnn1Cc1ccc(F)cc1)N1CCC(C(N)=O)CC1 (stereo unspecified)	-4.4	0.2	-0.3	0.2	-0.4	8.3	3.4	-2.4	-3.0	-1.3
O=C(COc1coc(CN2CCc3ccccc3C2)cc1=O)Nc1ccc(F)cc1F	7.1	-1.9	-3.1	0.5	7.6	-7.8	0.7	-1.5	4.4	0.0

(more compounds)
SMILES	SIAE inh	UHRF1 binding	LEDGF integ inh	KLK7 zymogen act	Tn6 DDE FP	TDP2 absorb	TCR CD3 inh	PRMT1 inh	DDE Tn7 FP inh	MBD2 DNA inh
O=C(NCC1CCCO1)/C(=C/c1ccccc1)NC(=O)c1ccccc1 (stereo unspecified)	4.4	1.7	1.1	-0.5	2.8	4.8	0.6	2.8	-0.5	3.3
COCCNC(=O)c1cc(C)ccc1C	-0.4	-0.8	-0.9	-0.5	4.0	7.0	2.5	0.4	-6.6	0.0
CCc1nnc(NC(=O)CSc2nnc(-c3c[nH]c4ccccc34)n2C)s1	-1.6	1.4	1.5	0.3	-6.8	4.3	9.5	-1.2	-1.1	4.1
O=c1[nH]cnc2cc(-c3ccccc3)sc12	6.7	-6.3	0.2	-0.2	4.3	3.0	5.9	1.6	-1.2	-2.6
CC[C@@H](NC(=O)Cn1cc(C)c(=O)[nH]c1=O)c1ccccc1	-3.3	-1.6	6.1	-0.4	-1.3	-0.9	3.7	-2.1	-12.4	0.7
COc1ccc(N=C2C(=Nc3ccc(OC)cc3)N(c3ccc(OC)cc3)C(=S)N2c2ccccc2)cc1	6.4	-4.3	-5.0	-0.3	8.1	11.3	-2.3	-0.7	-2.1	0.5
O=C(Nc1nccs1)c1cncc(Br)c1	3.6	0.2	1.6	0.3	-4.4	-3.0	-2.3	3.8	-0.8	3.5
CC(C)c1ccc(S(=O)(=O)NC2CCCC2)cc1	3.7	2.9	3.1	-0.3	-3.7	-6.1	-1.1	-1.4	-2.7	6.4
CN(NC(=O)c1ccccc1)c1ncc(C(F)(F)F)cc1Cl	-6.7	2.2	-4.1	-0.5	-3.4	-6.8	-2.3	4.4	1.4	3.4
O=C(NCc1ccccc1)C(C1CC1)n1c(=O)c(-c2ccco2)nc2ccccc21 (stereo unspecified)	-4.4	-4.2	4.2	2.4	1.9	10.1	-4.4	12.6	-0.7	-1.7
CC1(O)c2ccccc2C(=O)N1CCc1ccccc1F (stereo unspecified)	-5.1	-1.1	-3.1	0.6	6.4	10.2	-1.1	0.2	7.5	2.7
Cc1ccccc1-c1oc(C)c(C)[n+]1[O-]	2.4	1.6	-3.5	0.3	-6.7	-1.7	-7.9	3.6	3.8	-3.5
O=C(N/N=C/c1cccs1)c1n[nH]c2c1CCC2	9.1	-3.9	-4.3	0.0	13.1	-3.1	2.3	-2.3	0.2	-6.0
c1ccc(C(NCCNC(c2ccccc2)c2ccccc2)c2ccccc2)cc1	0.9	-1.5	-2.1	-0.4	-1.9	12.4	-3.5	-3.8	-4.1	-3.1
CC(C)C12CN3CC(C(C)C)(CN(C1)C3(C)C)C2=O	-1.5	5.4	4.4	0.4	-9.8	-11.1	-12.0	-0.9	-8.6	4.5
O=c1cnnc(NCc2ccccc2)[nH]1	2.5	-0.2	-0.4	0.3	6.2	4.3	2.6	-1.2	4.5	-4.0
CN(C)c1nc(Cl)cc(N2CCOCC2)n1	1.5	-0.7	1.5	-0.4	-9.4	-2.8	-0.4	-2.5	0.2	-3.8
C=CCN=C1NC(c2cccc(Cl)c2)C(C(=O)OC)=C(C)N1C (stereo unspecified)	4.7	3.1	2.0	-0.4	-4.3	6.9	-1.9	-0.3	-2.4	-2.4
CCN1C(=O)N(C)C(N(O)C(=O)NC)C1(C)C (stereo unspecified)	5.1	2.4	1.2	-0.2	-2.9	-3.3	3.6	-2.0	-4.8	1.3
CC(C)N(C(=O)Nc1ccc2nsnc2c1)C(C)C	2.4	15.0	50.7*	1.1	-6.9	87.7*	4.9	25.3*	-5.4	-1.4
COCCn1cnc2c1c(=O)n(CC(=O)OCC#N)c(=O)n2Cc1ccccc1	6.4	-1.8	-1.1	0.3	-1.6	-15.5	2.0	-5.3	-2.5	2.7
COc1ccc(C(C(=O)Nc2ccc(F)cc2)N2CCN(CC(=O)N3CCCC3)CC2)cc1 (stereo unspecified)	6.5	0.7	-1.5	-0.2	6.7	-5.8	-4.2	4.0	-2.2	2.0
CC(C)C[C@H](NC(=O)c1cc2cc(Cl)ccc2n1C)C(=O)N1CCC[C@H]1C(=O)O	-2.5	-2.1	3.6	0.2	4.0	-0.1	0.2	-3.9	1.9	-6.0
COc1cccc(-n2nnnc2SCC(=O)NCc2ccco2)c1	-0.1	0.2	-0.8	0.1	-3.5	6.3	5.5	-0.8	1.1	-1.8
COc1ccc(CCNC(=O)C2CC(c3cccc(F)c3)=NO2)cc1 (stereo unspecified)	-8.9	-0.4	-0.7	-0.3	-0.8	-3.1	12.2	0.5	1.0	2.3
CC(NC(=S)NC(=O)c1ccccc1)c1ccccc1 (stereo unspecified)	3.6	-4.0	2.7	0.7	7.0	13.7	-2.5	-3.6	0.8	-5.4
CN1C(C(=O)Nc2ccc(F)cc2F)=CC(c2cccs2)=NS1(=O)=O	-6.5	-0.9	3.4	-2.9	-8.7	-13.0	3.1	-6.5	-1.8	-4.7
